HP1b binding inh = HP1-beta chromodomain-methylated histone interaction inhibition. AID 540317. P83916. AlphaScreen HP1-beta / biotin-H3K9me3 peptide binding. 390,000 tested, 0.56% active. Potency, µM (doses to about 114 µM), inactives show at the highest dose activity change, negative = inhibition, hits mostly inhibitors; further: potency means the concentration at half of the fitted maximal effect; nearly all actives have a fitted effect of over 70% in size; inactives centre near 23
Target sequence (P83916 whole entry, looked up): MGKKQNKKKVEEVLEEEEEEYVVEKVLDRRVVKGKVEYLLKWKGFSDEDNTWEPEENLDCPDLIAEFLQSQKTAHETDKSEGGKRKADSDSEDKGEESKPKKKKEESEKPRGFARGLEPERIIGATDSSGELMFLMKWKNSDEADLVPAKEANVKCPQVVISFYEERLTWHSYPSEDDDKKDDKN
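HP1-beta protein (50 nM final) preincubated 30 min at room temperature with biotinylated H3(1-18)K9me3 peptide (50 nM) in PBS pH 7.4, 0.01% Tween-20, then compound added for 30 min. AlphaScreen streptavidin donor/nickel chelate acceptor beads (10 ug/mL final), 30 min dark, luminescence read.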
TrxR1 inh = rat TrxR1 inhibition. recombinant rTrxR1, NADPH fluorescence consumption, selenite substrate. AID 588453. 390,000 tested, 1% active. O89049. Potency, µM (top dose mostly 114 µM), without a hit: at the highest dose activity change, negative = inhibition, most hits filed as inhibitors; further: potency means the concentration at half of the fitted maximal effect; on the % scale 0 is the no-effect control and ±100 the full control effect; nearly all actives have a fitted effect of over 65% in size
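Rat TrxR1 (90 nM in the dispensed reagent) was pre-reduced with 400 uM NADPH for 5 min at room temperature, then incubated with compound for 15 min. After 400 uM selenite was added, NADPH fluorescence (Ex 340/Em 450 nm) was followed for 8 min.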
Tb PGK inh = inhibitors of T. brucei phosphoglycerate kinase; P07378; PGK/GAPDH coupled, Kinase-Glo luminescence, 60 min; Potency, µM (highest dose often 57.5 µM), for the others: at the top dose activity change, negative = inhibition, hits mostly inhibitors; 380,000 tested, 0.043% active; AID 602233; further: potency means the concentration at half of the fitted maximal effect; on the % scale 0 is the no-effect control and ±100 the full control effect; nearly all actives have a fitted effect of over 60% in size
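Luminescent ATP detection (Kinase-Glo Plus) follows a 60-minute room-temperature incubation, with wells lacking PGK as controls. Buffer: 100 mM TEA (pH 7.6), 5 mM MgCl2, 0.01% Tween-20. Coupling enzyme GAPDH (100 nM final) supplies unstable 1,3-BPG in-well.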
mIDH1 inhibitor = inhibitors of human mutant IDH1 R132H; O75874; IDH1-R132H enzyme, NADPH consumption, diaphorase/resazurin fluorescence; Potency, µM (doses to about 76.6 µM), inactives show top-dose activity change, negative = inhibition, actives largely listed as inhibitors; 390,000 tested, 0.093% active; further: potency means the concentration at half of the fitted maximal effect; on the % scale 0 is the no-effect control and ±100 the full control effect; nearly all actives have a fitted effect of over 65% in size
Target sequence (O75874 whole entry R132H, stated change not applied): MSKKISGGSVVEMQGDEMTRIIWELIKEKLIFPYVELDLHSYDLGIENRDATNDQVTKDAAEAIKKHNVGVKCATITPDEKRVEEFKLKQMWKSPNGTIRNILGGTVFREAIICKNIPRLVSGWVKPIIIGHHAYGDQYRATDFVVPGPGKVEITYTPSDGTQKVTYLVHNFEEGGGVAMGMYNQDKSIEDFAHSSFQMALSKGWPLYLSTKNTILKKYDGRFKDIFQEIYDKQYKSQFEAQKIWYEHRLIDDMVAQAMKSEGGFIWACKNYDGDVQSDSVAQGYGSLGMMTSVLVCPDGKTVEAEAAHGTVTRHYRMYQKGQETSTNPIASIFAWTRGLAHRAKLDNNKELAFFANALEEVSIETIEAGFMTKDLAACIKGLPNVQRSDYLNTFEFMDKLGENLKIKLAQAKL
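IDH1-R132H (0.5 ug/mL) preincubated 30 min with compound, then NADPH (0.016 mM) and alpha-KG (2 mM) added; 80 min at RT, pH 7.5. Remaining NADPH coupled via diaphorase/resazurin to fluorescence (540/590 nm); concentration-response curves normalized to no-enzyme control.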
Pin1 inhibitor = inhibitors of human Pin1; Pin1 FP peptide displacement, HiFluor488, 10 min; 390,000 tested, 0.009% active; Potency, µM (doses to about 115 µM), for inactives: at the top dose activity, negative = inhibition, most hits filed as inhibitors; Q13526; active means well fitted inhibition curve with a large enough effect in the polarisation, with a control signal flat, not every such curve was filed as active; inconclusive means small, poorly fitted or top-dose-only effect, or effect the other way, or a change in a side signal; inactive means no such curve, though single readings can be large or run the other way; the % refers to the polarisation; further: potency means the concentration at half of the fitted maximal effect; on the % scale 0 is the no-effect control and ±100 the full control effect
PI4K2A inh = PI4K2A (human) kinase inhibition; 420,000 tested, 0.13% active; activity change, negative = inhibition, % at 76.9 µM; Q9BTU6; purified PI4K2A, ADP-Glo luminescence, 1 h; active compounds read low; AID 1346378; in the data active means activity change below about -50%; inconclusive means mostly about -30% to -49%;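 further: -100% = wells without enzyme as full effect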
Target sequence (Q9BTU6 whole entry, looked up): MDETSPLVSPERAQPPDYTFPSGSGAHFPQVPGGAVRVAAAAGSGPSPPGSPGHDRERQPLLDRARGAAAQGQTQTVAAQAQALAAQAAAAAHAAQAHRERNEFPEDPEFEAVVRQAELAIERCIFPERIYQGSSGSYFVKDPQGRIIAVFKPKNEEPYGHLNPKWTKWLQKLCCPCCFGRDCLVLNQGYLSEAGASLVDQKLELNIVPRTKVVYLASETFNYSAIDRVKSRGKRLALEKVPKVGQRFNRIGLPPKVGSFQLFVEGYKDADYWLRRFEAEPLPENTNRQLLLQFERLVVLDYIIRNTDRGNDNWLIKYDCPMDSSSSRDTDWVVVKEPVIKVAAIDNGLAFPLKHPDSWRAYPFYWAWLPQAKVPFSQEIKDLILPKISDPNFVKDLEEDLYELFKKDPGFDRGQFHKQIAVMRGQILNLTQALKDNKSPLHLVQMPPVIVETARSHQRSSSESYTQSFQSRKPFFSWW
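ADP-Glo luminescence measured ADP generated by PI4K2A enzyme (4 ug/mL before mixing) with 1.2 mM PI substrate (pre-mix) and 300 microM ATP (pre-mix). Tris pH7.5 buffer with MgCl2, Triton X-100; 1 h reaction at ambient temperature.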
TrxR1 substrate = is turned over as a substrate by rat TrxR1 | O89049 | purified TrxR1 substrate turnover, NADPH consumption readout | Potency, µM (top dose mostly 114 µM), inactives show top-dose activity change, negative = substrate turnover | 390,000 tested, 0.01% active; further: potency means the concentration at half of the fitted maximal effect; on the % scale 0 is the no-effect control and ±100 the full control effect; nearly all actives have a fitted effect of over 50% in size
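Rat TrxR1, dispensed at 90 nM, was prereduced with 400 uM NADPH (final) for 5 min at ~22 deg C, then incubated with compound 15 min before 400 uM selenite. A first-read NADPH fluorescence drop versus no-compound background flagged substrates.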
USP1-UAF1 inh = blocks the human USP1/UAF1 deubiquitinase complex | O94782 | Potency, µM (top dose mostly 57.1 µM), inactives show at the highest dose activity change, negative = inhibition, hits mostly inhibitors | AID 743255 | 390,000 tested, 0.23% active | recombinant USP1/UAF1, Ub-Rhodamine cleavage fluorescence; further: potency means the concentration at half of the fitted maximal effect; on the % scale 0 is the no-effect control and ±100 the full control effect; nearly all actives have a fitted effect of over 60% in size; inactives centre near -12
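In this screen, compounds sit with the deubiquitinase complex (1nM) for 15 min at room temperature before Ub-Rho is added at 150nM final. Fluorescence rise is then followed for 6 reads every 60 seconds.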
GLS inhibitor = blocks human kidney-isoform glutaminase activity. GLS enzymatic activity, qHTS titration. 410,000 tested, 0.21% active. O94925. Potency, µM (top dose mostly 45.5 µM), for the others: top-dose activity change, negative = inhibition, most hits filed as inhibitors; further: potency means the concentration at half of the fitted maximal effect; on the % scale 0 is the no-effect control and ±100 the full control effect
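Glutamate formation by hKGA was monitored fluorometrically using coupled glutamate oxidase, HRP and Amplex Red. Substrate was added as 1 mM L-glutamine solution; incubation was 30 min at RT after an initial read.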
Numbers without * were called inactive; i = inactive; ? = inconclusive; . = no result given; & = joins results of further samples; [ ] = dose if it differs, or a comment. Unless noted, the call rests on the fitted dose curve; in most records, active means well fitted curve in the direction sought with a large enough effect; inconclusive means small, poorly fitted or top-dose-only effect, or another doubt; inactive means no such curve, though single readings can be large; an effect the other way counts as inactive or inconclusive. An excerpt; count on the stated rates, not on these rows.

SMILES | HP1b binding inh | TrxR1 inh | Tb PGK inh | mIDH1 inhibitor | Pin1 inhibitor | PI4K2A inh | TrxR1 substrate | USP1-UAF1 inh | GLS inhibitor
O=C(Nc1nnc(S(=O)(=O)N2CCOCC2)s1)c1ccc(F)cc1 | 19%&-8% | 5%[57.1 µM] | -8%&-4% | 32%&73%[activator] | 0%&-2% | 0&1 | 1%[57.1 µM] | -18%&-1% | 5%&-5%
O=C(NCCc1cccnc1)c1cc(COc2ccc(F)cc2Cl)on1 | 26% | -2%[57.1 µM] | 1% | 6% | 0% | 2 | 3%[57.1 µM] | 2% | 4%
O/N=C(\CN1CCCCC1)c1ccccc1 | 22% | 11%[57.1 µM] | -5% | 3% | -1% | 7 | -7% | -9% | -16%
CC(C)CN(C(=O)C1CCCO1)c1c(N)n(CC(C)C)c(=O)[nH]c1=O (configuration not stated) | 21% | -6% | i | 3% | 3% | 3 | -9% | -9% | -1%
Cc1cc(Cl)c(S(=O)(=O)Nc2cccc(O)c2)cc1OCC(N)=O | 9% | 7%[57.1 µM] | -5% | 10% | -2% | 6 | 8%[57.1 µM] | -10% | 24%
Cc1cc(=O)oc2c(CN3CCCCC3)c(O)c(Cl)cc12 | 21% | ? | i | 9% | -6% | 2 | . | -27% | 6%
COC(=O)N/N=C/c1ccc(-c2cc(Cl)cc(Cl)c2)o1 | 2% | -7% | -8% | 6% | 0% | -2 | -8% | -18% | 9%
COc1ccc(C(=O)Nc2nc3nc(-c4ccccc4)cc(=O)n3[nH]2)cc1 | 37% | 14% | 4% | 1% | ? | 0 | 6% | -3% | -6%
CC(C)(C)OC(=O)N1CCC(c2c(C(=O)NCC3CCN(C4CCCC4)C3)cnn2-c2ccccc2)CC1 (configuration not stated) | 17% | -12% | -1% | 2% | 2% | 6 | 6% | -19% | -9%
N#Cc1c(/N=C/c2ccco2)sc2c1CCCCC2 | ? | -12% | -14% | 10% | ? | -3 | -8% | -24% | 10%
COCCNC(=O)CN(c1ccc(C)cc1)S(=O)(=O)c1ccc(SC)cc1 | 25% | -4% | 0% | -1% | -2% | -1 | -3% | -25% | 11%
CN[C@H]1C[C@H]2c3[nH]c4ccc(-c5cccc(C)c5)cc4c3CCN2C[C@H]1[C@H](C)O | . | . | -10% | 1% | . | -4 | . | ? | -2%
Cc1ccc(CCNC(=O)C2CCC(=O)N2C2CCCC2)cc1 (configuration not stated) | 23% | 10% | -3% | 0% | -3% | 3 | 4% | -4% | 0%
CCOc1cc(/C=N/NC(=O)C(C)Sc2ccccc2)ccc1O (configuration not stated) | 34% | 20% | 0% | 0% | 3% | -2 | -3% | -12% | 16%
COc1cc2c(cc1OC)CN(Cc1ccccc1)CC2 | 38% | 9% | -10% | -2% | -3% | -3 | 0% | -13% | -4%
COc1ccc(NC(=O)c2ccc3c(SCC(=O)O)c4c(nc3c2)CCC4)c(OC)c1 | 25% | -9% | -5% | 4% | -1% | -15 | -8% | -23% | 6%
CCCSc1nc2c(=O)[nH][nH]c(=O)c2n1Cc1ccccc1 | 29% | -8% | 3% | 1% | -1% | -1 | -3% | -5% | 27%
O=C(O)COn1c(-c2ccccc2)nc2ccc([N+](=O)[O-])cc21 | 11% | -10% | -11% | 16% | 2% | -2 | -14% | -12% | ?
COC(=O)c1ccc(NC(=O)Nc2ccc(OC)cc2)cc1 | 34% | 13% | 2% | 1% | -9% | -2 | 1% | -25% | 5%
Cc1cc(NS(=O)(=O)c2ccc(NC(=O)C(C)Oc3ccc4c(C)cc(=O)oc4c3)cc2)no1 (configuration not stated) | 18% | 11%[57.1 µM] | -1% | -2% | -1% | -5 | 19%[57.1 µM] | -24% | 7%
COc1cc2[nH]c(=S)n(N(C(C)=O)C(C)=O)c(=O)c2cc1OC | 41% | -14% | 2% | 3% | -3% | -2 | -1% | -5% | -8%
Cn1c(Oc2ccc(F)cc2F)c(C=O)c2ccccc21 | 61%[activator] | 4% | i | -8% | -1% | 9 | -6% | -17% | -6%
NS(=O)(=O)c1ccc(CNC(=O)c2cc(-c3ccccc3)nc3ccccc23)cc1 | 22% | -11% | -7% | 4% | 9% | -4 | 1% | -14% | 0%
N#Cc1c(-c2ccccc2)nc(N2CCN(Cc3ccccc3)CC2)[nH]c1=O | 49%[activator] | 2% | -2% | -1% | 0% | -1 | 4% | -18% | -1%
COc1ccccc1N1CCN(C(=S)Nc2cccc(C)c2)CC1 | 18% | 21% | -3% | 0% | -1% | 3 | 3% | -22% | 20%
SMILES | HP1b binding inh | TrxR1 inh | Tb PGK inh | mIDH1 inhibitor | Pin1 inhibitor | PI4K2A inh | TrxR1 substrate | USP1-UAF1 inh | GLS inhibitor
CC(C)(C)NC(=O)CSc1nnc(Cc2ccc3c(c2)OCO3)n1C1CCCCC1 | 26% | 26% | -3% | 5% | -9% | 3 | 6% | 0% | 6%
O=C(Nc1ccc2ncccc2c1)c1ccccc1Cl | 20% | 14% | . | 5% | 2% | -1 | 1% | -2% | 5%
O=C(Cn1cc(CNC(=O)C2CCCCC2)nn1)Nc1cc(C(F)(F)F)ccc1Cl | 33% | 1%[57.1 µM] | -1% | . | -1%&3% | -1 | 4% | . | 0%
COC(=O)C[C@H]1c2ccc(C(F)(F)F)cc2S(=O)(=O)N1Cc1ccccc1 | 35% | 3%[57.1 µM] | -8% | -2% | -4% | -1 | 5%[57.1 µM] | -24% | 12%
O=CNCC(=O)NC1CCCCCC1 | 24% | -10% | 1% | 0% | 7% | -1 | 0% | -4% | 0%
CCN(CC)CC(=O)N1CCCC(C(=O)c2ccccc2OC)C1 (configuration not stated) | 27% | 24% | i | 14% | -3% | -4 | 7% | -24% | 1%
CC(NS(=O)(=O)c1ccc([N+](=O)[O-])cc1)C(c1cccs1)N1CCOCC1 (configuration not stated) | -7% | 3% | i | 10% | 13% | -2 | 1% | -19% | -2%
COc1ccc(NC(C)C(=O)N/N=C/c2ccccc2OCc2ccc(Br)cc2)cc1 (configuration not stated) | ? | -10% | 0% | 12% | -2% | 5 | -15% | -9% | 10%
COc1cccc(OCCn2cccc2/C=C2/C(=N)N3OC(C)=CC3=NC2=O)c1 | -2% | -23% | -1% | 0% | -1% | 7 | -17% | -21% | 2%
OCC[C@@H]1C[C@@H](O)[C@H](O)[C@]2(Cc3ccccc3CCO2)O1 | 51%[activator] | 2% | 0% | 1% | 0% | -2 | -3% | 11% | 1%
COc1ccccc1NC(=O)Cn1cnc2c(oc3ccccc32)c1=O | 39% | 4% | -4% | -3% | 1% | -3 | 3% | -23% | -3%
Cc1cc(NC(=O)CSc2nnc(-c3ccc(Br)o3)n2Cc2ccccc2)no1 | 21% | -19% | 3% | 4% | -1% | 7 | -9% | -15% | 2%
COc1ccc(C(=O)NCC(c2ccccc2)c2ccccc2)cc1S(=O)(=O)N1CCOCC1 | 43%[activator] | -6% | i | 0% | 24% | 4 | -11% | -19% | -11%
CCCc1ccc2oc(C(=O)N3CCN(C4CCS(=O)(=O)C4)CC3)c(C)c2c1 (configuration not stated) | 46%[activator] | -4% | i | 2% | -4% | 2 | 0% | -23% | -18%
S=C(NCCCN1CCOCC1)Nc1ccc(Cl)cc1Cl | 9% | -10% | -10% | -1% | 1% | 2 | -4% | -19% | 5%
Cc1nc2cc(-c3cccc(F)c3)nn2c(C)c1CCC(=O)Nc1ccccc1C(N)=O | 14% | 14% | -7% | -3% | -1% | 0 | 42%[activator] | -8% | 1%
Cc1c(Cl)cccc1NC(=O)CN(C1CCCCC1)S(C)(=O)=O | 34%[activator] | 13% | 0% | 3% | -6% | 1 | -4% | 5% | 3%

Exported with two lines to a compound: entries from further up.
Sequence of screens: HP1b binding inh	TrxR1 inh	Tb PGK inh	mIDH1 inhibitor	Pin1 inhibitor	PI4K2A inh	TrxR1 substrate	USP1-UAF1 inh	GLS inhibitor
CC(C)(C)NC(=O)CSc1nnc(Cc2ccc3c(c2)OCO3)n1C1CCCCC1
    26%	26%	-3%	5%	-9%	3	6%	0%	6%
O=C(Nc1ccc2ncccc2c1)c1ccccc1Cl
    20%	14%	.	5%	2%	-1	1%	-2%	5%
O=C(Cn1cc(CNC(=O)C2CCCCC2)nn1)Nc1cc(C(F)(F)F)ccc1Cl
    33%	1%[57.1 µM]	-1%	.	-1%&3%	-1	4%	.	0%
COC(=O)C[C@H]1c2ccc(C(F)(F)F)cc2S(=O)(=O)N1Cc1ccccc1
    35%	3%[57.1 µM]	-8%	-2%	-4%	-1	5%[57.1 µM]	-24%	12%
O=CNCC(=O)NC1CCCCCC1
    24%	-10%	1%	0%	7%	-1	0%	-4%	0%
CCN(CC)CC(=O)N1CCCC(C(=O)c2ccccc2OC)C1 (configuration not stated)
    27%	24%	i	14%	-3%	-4	7%	-24%	1%
CC(NS(=O)(=O)c1ccc([N+](=O)[O-])cc1)C(c1cccs1)N1CCOCC1 (configuration not stated)
    -7%	3%	i	10%	13%	-2	1%	-19%	-2%
